Assay outcomes from PubChem BioAssay.
ERK EGF block: inhibitors of EGF-stimulated ERK signaling pathway | 0.41% of 130,000 active | Potency, µM (highest dose often 11.5 µM), for inactives: top-dose activity change, negative = inhibition, usual class: inhibitors | HEK293-V1b, EGF-stimulated phospho-ERK AlphaScreen; active = well fitted inhibition curve with a large enough effect; inconclusive = small, poorly fitted or top-dose-only effect, or effect the other way;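 also: plate controls were stimulated vehicle wells for no effect and unstimulated vehicle basal for full effect; nearly all actives have a fitted effect of over 55% in size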
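After overnight plating in 1% FBS, HEK293-V1b cells received test compound for half an hour, then a 5 min pulse of EGF (25 nM); ERK phosphorylation in lysates was read by bead-based AlphaScreen.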
* marks the source's active call; other numbers are inactive results; ? = inconclusive; & = joins results of further samples; [ ] = dose if it differs, or a comment. Potency is read from the fitted curve at half-maximal effect. This is a subset, so the mix of outcomes need not match the whole.

SMILES	ERK EGF block
Cc1ccc(/C=C/C(=O)O)cc1S(=O)(=O)N1CCC(Cc2ccccc2)CC1	-0.2%[57.5 µM]
CCOC(=O)c1c(C)[nH]c(C(=O)COC(=O)COc2ccccc2C)c1C	6.3%
COc1ccc(/C=C/C(=O)Oc2cc(C)[nH]c(=O)c2[N+](=O)[O-])cc1OC	6.8%
Cc1cc(C)c2c(N=NN3CCCCC3)[nH]nc2n1	9.7%
CC1CN(C(=S)SCC(=O)c2ccccc2)CC(C)O1 (stereo unspecified)	24.3%
NS(=O)(=O)c1ccc(CCNC(=O)c2ccc(Cl)cc2[N+](=O)[O-])cc1	-7.7%
N#Cc1cc(C(=O)c2ccccc2O)cn(-c2ccc(Cl)cc2)c1=O	9.3%
Cc1ccc(C(=O)C(C)N2C(=O)NC(C)(c3ccccc3)C2=O)cc1 (stereo unspecified)	-5.7%
Nc1nc(NCCOCCO)nc(NCC2CCCO2)c1[N+](=O)[O-] (stereo unspecified)	0.9%[57.5 µM]
CC1CCCCN1CC(=O)NC(=O)NCc1ccccc1 (stereo unspecified)	4.9%
COc1ccc(CCNC(=O)CN2C(=O)NC(C)(c3ccc([N+](=O)[O-])cc3)C2=O)cc1 (stereo unspecified)	-0.9%
O=C(O)c1cc(Cl)c2c(c1)OCO2	-17.9%[57.5 µM]
Nc1ccccc1C(=O)NCCN1CCNC1=O	0.0%[57.5 µM]
Cc1ccc(NC2=C(Cl)C(=O)OC2OC(=O)c2ccccc2)c(C)c1 (stereo unspecified)	4.5%
O=C(CN(c1ccccc1)S(=O)(=O)c1ccccc1)Nc1ccccc1C(=O)NCc1ccco1	-0.2%
O=C(c1ccc(-c2ccccc2)cc1)C1CCCN(C(=O)c2ccncc2)C1 (stereo unspecified)	-4.4%
CCc1cc(C(=O)N2CCCC(C(=O)c3cccc(OC(C)C)c3)C2)n(C)n1 (stereo unspecified)	-9.0%
c1ccc2[nH]c3cc4ncnc4cc3nc2c1	-14.0%
Cc1ccc(-c2nnn(CC(=O)N(Cc3ccccc3F)C(C(=O)NC3CCCC3)c3ccncc3)n2)o1 (stereo unspecified)	-9.0%
CC(C)c1nnc(NC(=O)CCC(=O)NC2CCCCC2)s1	15.2%[57.5 µM]
O=C(NCc1ccccc1)C1=C[C@@H](C2CC2)C[C@@H](OCCCCO)O1	-8.9%[57.5 µM]
COC(=O)CC1C(=O)NCCN1C(=O)CSc1nc2ccccc2c(=O)n1CC(C)C (stereo unspecified)	0.9%
O=C(NCCc1ccccn1)C(F)(F)C(F)(F)C(F)(F)C(F)(F)C(F)(F)C(F)F	-2.0%
Cc1ccc(N(CC(=O)N=Nc2c(O)[nH]c3ccccc23)S(C)(=O)=O)c(C)c1	-5.1%
Cc1ccc(S(=O)(=O)N(C(=O)c2ccncc2)c2ccc(OC(=O)c3ccncc3)cc2)c(C)c1	2.0%
Cc1ccc(-c2c(C(=O)O)c(C(=O)O)c3n2CCC3)cc1	6.4%
CNC(=O)CS(=O)(=O)CC(=O)Nc1cc(OC(C)C)c(Cl)cc1Cl	-19.5%[57.5 µM]
CC(C)(C)c1ccc(NC(=O)Cn2cnc3cc([N+](=O)[O-])ccc3c2=O)cc1	1.4%
COc1ccc(NC(=O)N/C=C/c2ccco2)cc1	-2.2%
CCN(CC)S(=O)(=O)c1cccc(NC(=O)CSc2nc3ccccc3[nH]2)c1	-4.6%
CCOC(=O)N1CCN(C(=S)NC2CCCC2)CC1	-2.5%
COC(=O)c1ccc(NC(=O)c2cnc3scc(C)n3c2=O)cc1	-5.8%[57.5 µM]
Cn1c(=O)c2c(nc(SCCCC#N)n2Cc2ccccc2F)n(C)c1=O	4.5%
Clc1ccccc1C1=CC(c2ccco2)n2ncnc2N1 (stereo unspecified)	-15.6%[57.5 µM]
Cc1ccc(NC(=S)N(CCN2CCCCC2)Cc2ccco2)cc1Cl	-1.8%
COc1ccc(C(=O)NCCC2=CCCCC2)cc1	-1.5%

13 structures already listed, ordered by heavy-atom count, smallest number first.
SMILES	ERK EGF block
c1ccc2[nH]c3cc4ncnc4cc3nc2c1	-14.0%
CCOC(=O)N1CCN(C(=S)NC2CCCC2)CC1	-2.5%
Cc1ccc(-c2c(C(=O)O)c(C(=O)O)c3n2CCC3)cc1	6.4%
CC(C)c1nnc(NC(=O)CCC(=O)NC2CCCCC2)s1	15.2%[57.5 µM]
COC(=O)c1ccc(NC(=O)c2cnc3scc(C)n3c2=O)cc1	-5.8%[57.5 µM]
O=C(NCc1ccccc1)C1=C[C@@H](C2CC2)C[C@@H](OCCCCO)O1	-8.9%[57.5 µM]
Cc1ccc(NC(=S)N(CCN2CCCCC2)Cc2ccco2)cc1Cl	-1.8%
Cn1c(=O)c2c(nc(SCCCC#N)n2Cc2ccccc2F)n(C)c1=O	4.5%
CCN(CC)S(=O)(=O)c1cccc(NC(=O)CSc2nc3ccccc3[nH]2)c1	-4.6%
O=C(NCCc1ccccn1)C(F)(F)C(F)(F)C(F)(F)C(F)(F)C(F)(F)C(F)F	-2.0%
COC(=O)CC1C(=O)NCCN1C(=O)CSc1nc2ccccc2c(=O)n1CC(C)C (stereo unspecified)	0.9%
Cc1ccc(S(=O)(=O)N(C(=O)c2ccncc2)c2ccc(OC(=O)c3ccncc3)cc2)c(C)c1	2.0%
Cc1ccc(-c2nnn(CC(=O)N(Cc3ccccc3F)C(C(=O)NC3CCCC3)c3ccncc3)n2)o1 (stereo unspecified)	-9.0%

Next section.
SMILES	ERK EGF block
O=C(O)c1ccc(NC(=O)c2cccs2)cc1	3.2%
Cc1nc2ccccc2c(=O)n1NC(=O)CCC(=O)O	-1.0%
Cc1cc(N2CCN(C3CCCC3)CC2)n2c(nc3ccccc32)c1C#N	6.7%
O=C(O)c1ccc(NC(=O)c2cccc(N3C(=O)C4C5CCC(C5)C4C3=O)c2)cc1 (stereo unspecified)	-3.6%
Cc1ccc(N(C(=O)c2cnccn2)C(C(=O)NC2CCCCC2)c2ccc(O)cc2)cc1 (stereo unspecified)	3.9%
O=C(COC(=O)CN1C(=O)C2CCCCC2C1=O)Nc1cc(S(=O)(=O)N2CCOCC2)ccc1Cl (stereo unspecified)	-7.5%
Cc1nnc(NC(=O)Cn2nc(C)c3ccccc3c2=O)s1	-3.7%
CC(C)c1ccc(NC(=S)Nc2ccc(OC(F)(F)F)cc2)cc1	0.8%
COc1ccccc1/C=N/N1C(=O)C2C3C=CC(CC3)C2C1=O (stereo unspecified)	0.6%
O=C(O)/C(=C\c1cccs1)Sc1nnc(-c2ccc(F)cc2)o1	-2.1%
COC(=O)c1c(NC(=O)Cc2cccs2)sc(C(=O)N2CCCCC2)c1C	11.6%
COc1ccc(NC(=O)N2CC3(CCN(C(=O)c4ccco4)CC3)C2)cc1	11.5%
O=C(NCC1CCCO1)c1ccccn1 (stereo unspecified)	4.2%
O=C(COC(=O)C12CC3CC(CC(Br)(C3)C1)C2)Nc1cccnc1Cl	3.5%
Cc1ccccc1Nc1nnc(SCC(=O)NCc2cccs2)s1	-1.3%
COc1ccc(C(=O)CSc2nnn(-c3cccc(NC(C)=O)c3)n2)cc1	?
O=C1COc2ccc(C(=O)COC(=O)CNC(=O)c3ccccc3)cc2N1	3.6%
COc1ccc(OC)c(S(=O)(=O)NCC(=O)O)c1	5.9%[57.5 µM]
O=C(C1CCCO1)N1CCN(C(=S)Nc2cccc(Cl)c2)CC1 (stereo unspecified)	2.2%
CC(C)C(=O)Nc1nnc(SCC(=O)NCc2ccc3c(c2)OCO3)s1	1.9%
CCCCN(C)c1c(N2CCC(C(=O)OCC)CC2)c(=O)c1=O	-2.5%[57.5 µM]
COc1cc(/C=N/NC(=S)NCc2ccccc2)ccc1OCC#N	5.2%
CC(=O)NC(Cc1ccccc1)C(=O)OCC(=O)c1ccc(Cl)cc1 (stereo unspecified)	-3.3%
CCn1c(SCC(=O)Nc2nccc(C)n2)nc2ccccc21	-0.2%[57.5 µM]
O=C1C(Cl)=C(Nc2ccccc2O)C(=O)N1CCc1ccccc1	15.5%
CC(=O)N1Cc2ccccc2C(C)CC12CCCC2 (stereo unspecified)	2.9%
Nc1ccn([C@@H]2O[C@H](CO)[C@@H](O)[C@H]2O)c(=O)n1	-10.9%
CC1Cc2nc(SCC(=O)Nc3nccs3)n(Cc3ccccc3)c(=O)c2S1 (stereo unspecified)	7.3%
OCCC1CN(C/C(Cl)=C/c2ccccc2)CCN1C1CCCC1 (stereo unspecified)	3.1%
S=C(Nc1ccc2c(c1)OCO2)Nc1ccccc1Cl	-9.8%[57.5 µM]
COc1ccc(NC(=O)CC2C(=O)N(c3ccccc3)C(=O)N2CCc2cccs2)cc1 (stereo unspecified)	-5.9%
O=C(Nc1cc(SCCO)cc([N+](=O)[O-])c1)c1ccc(Br)o1	-6.8%
Cc1csc(NC(=O)c2ccc(S(C)(=O)=O)cc2)n1	16.8%
COc1cccc(CC(NC(C)=O)C(=O)NC2CCN(c3nnnn3-c3ccccc3)CC2)c1OC (stereo unspecified)	-6.3%
CCOc1ccc(OCCCCOc2ccccc2C(C)=O)cc1	0.5%
CC(C)C[C@@H](CC(=O)N[C@H](CC(=O)N[C@@H]1CCCC[C@H]1C(=O)N[C@H](CC(=O)N[C@@H](CCC(=O)O)CC(=O)O)Cc1c[nH]c2ccccc12)C(C)C)NC(=O)[C@@H]1CCCC[C@H]1N	-11.1%
Cc1nnc(NC(=O)c2ccc3ccccc3n2)s1	-4.8%[57.5 µM]
CCOc1ccc2c(=O)c(-c3ccc4c(c3)OCCCO4)c(C)oc2c1	8.3%
COc1cc(N/C=C2\CC(=O)NC(C)=C2C#N)cc(OC)c1OC	0.3%
COc1ccc(C)cc1NC(=O)CSc1nnc(CC(=O)Nc2ccccc2F)n1C	0.9%[57.5 µM]
CCCn1c(-c2cccc([N+](=O)[O-])c2)nc2c1c(=O)[nH]c(=O)n2Cc1ccccc1	-9.5%
Cc1cccc(C)c1NC(=O)COC(=O)c1ccccc1Nc1ccccc1	-6.1%
Cn1c(=O)c(Nc2ccc(Cl)cc2)c2c3c(cccc31)C(=O)c1ccccc1-2	-1.2%[57.5 µM]
O=C(CCc1nnc(CCCCc2ccccc2)o1)N1CCCCC1CCO (stereo unspecified)	4.7%[57.5 µM]
CCCCNC(=O)N1CCN(Cc2ccc(F)cc2)CC1	?
CN(C(=O)Cc1ccccc1)n1cnnc1	6.0%
COc1cc2cc(CN(CCc3cccc(C)c3)C(=S)NCCCN(C)C)c(=O)[nH]c2cc1OC	-8.2%
CN1CCN(c2ccccc2NC(=O)c2ccc(F)cc2)CC1	-6.1%[57.5 µM]
COc1ccc(C(=O)NCC(=O)OCC(=O)Nc2cc([N+](=O)[O-])ccc2F)cc1	4.1%
O=C(Cc1ccccc1)NCC(=O)N/N=C/c1ccc(Cl)cc1	-1.2%
CCCN(CCC)CCc1cccc2c1CC(=O)N2	-5.3%&22.8%
O=C(CSc1nccn1-c1ccccc1)NCc1ccc(F)cc1	-10.5%
Oc1ccccc1C1CC(c2cccs2)=NC(c2ccc(Cl)cc2)N1 (stereo unspecified)	-9.0%
Nc1n[nH]c(N)c1N=Nc1ccc(Cl)cc1	?
O=[N+]([O-])c1cccc(-c2cc(C(F)(F)F)n3nc(-c4ccccc4)cc3n2)c1	-7.8%[57.5 µM]
Cn1nc(CC(=O)Nc2ncc(Br)s2)c2ccccc2c1=O	1.9%
O=C(CN1C(=O)C(=O)c2ccccc21)NC1CCCCC1	-4.9%
CN1CCN(/N=C2/C(=O)Nc3ccc([N+](=O)[O-])cc32)CC1	-4.3%
COc1cccc(NC(=S)N(CCCN2CCOCC2)Cc2cn(C)c3ccccc23)c1	0.6%
CN(/N=C/c1ccc(Cl)cc1)c1ncc(Cl)cc1C(F)(F)F	0.2%[57.5 µM]

(more compounds)
SMILES	ERK EGF block
Cc1ccc(/C=C/c2nc3ccccc3[nH]2)o1	-11.4%
COc1ccc(S(=O)(=O)Nc2cccnc2)c(Cl)c1Cl	-3.4%
COc1cccc(OC)c1C(=O)NC(=S)Nc1ccc2c(c1)OCCO2	-2.3%
Cc1ccc(NC(=O)CN2C(=O)NC(C)(CCc3ccccc3)C2=O)cc1 (stereo unspecified)	6.8%
O=C(Nc1ccccc1C(=O)N1CCCCC1)NC1CCCCC1	1.8%
Cc1ccc(S(=O)(=O)NCC(=O)N2CCN(c3ccccc3F)CC2)cc1	6.7%
COc1ccc(C(=O)N2CCC3(CCCN(Cc4cc(C(F)(F)F)cc(C(F)(F)F)c4)C3)CC2)cc1	7.1%
CN1c2ccccc2C(C)(C)C12CC(c1ccc(S(=O)(=O)N3CCCCC3)cc1)=NO2 (stereo unspecified)	-7.0%
N#CC1=C(N)OC2=C(CCc3ccccc32)C1c1ccccc1Cl (stereo unspecified)	0.8%
COc1ccc(/C=N/NC(=S)SC)cc1OC	3.4%
O=C(CN(CCO)c1ccccc1)Nc1ccc(Cl)c(S(=O)(=O)N2CCOCC2)c1	5.5%
CC(=O)Nc1nnc(COc2ccc(Cl)cc2)s1	2.5%
Cc1nnc(SCC(=O)N2c3ccccc3C(C)(c3ccccc3)CC2(C)C)s1 (stereo unspecified)	3.5%
CC(C)Oc1ccc2c(=O)c(-c3ccccc3)coc2c1	17.8µM*
COc1cccc(NC(=O)Cn2c(CCC(=O)O)ccc2-c2cccs2)c1	-10.7%
Cc1ccccc1CC1(CO)CCCN(C(=O)c2cccc(Cl)c2)C1 (stereo unspecified)	2.8%
CCOC(=O)C1(CC/C(C)=N\NC(N)=O)CC(C)OC1=O (stereo unspecified)	-3.1%
CCN(C(=O)c1cccc(Br)c1)c1ccccc1	10.4%
CCn1nnc(NC(=S)NC(=O)c2ccc(-c3cccc(Cl)c3)o2)n1	1.9%[57.5 µM]
CCOC(=O)c1ccc(NC(=O)c2ccc(OC(C)C)c(OC)c2)cc1	?
